S2 tox: viability counter-screen for ATXN expression inhibitors. 0.49% of 400,000 active. AID 651635. Potency, µM (series often up to 56.7 µM), actives largely listed as cytotoxic. S2 cells (HEK-293 line with an ATXN2-luciferase reporter) viability, CellTiter-Fluor protease fluorescence, 24 h; further: potency means the concentration at half of the fitted maximal effect; nearly all actives have a fitted effect of over 40% in size
SW480 rerep: induces DNA re-replication in SW480 colon adenocarcinoma cells; SW480 DNA re-replication, Hoechst DNA content imaging, 48 h; Potency, µM (titrated, usually from 46.1 µM), for inactives: at the highest dose re-replication activation, usual class: activators; 1.8% of 340,000 active; AID 624297; further: potency means the concentration at half of the fitted maximal effect; % of control where 0% means no effect; nearly all actives have a fitted effect of over 55% in size
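250 cells/well; 23 nL cpd via pin tool; 48 hr, 37 C, 5% CO2; Hoechst 40 min; imager read of total nuclear intensity, ex 405/em 500-530 nm.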
MCF10A rerep: DNA re-replication induction in MCF 10a cells. AID 624296. MCF 10A DNA re-replication, Hoechst nuclear intensity, 48 h. Potency, µM (series often up to 46.1 µM), inactives show top-dose activity, positive = re-replication, most hits filed as activators. 2.9% of 350,000 active; further: potency means the concentration at half of the fitted maximal effect; % of control where 0% means no effect; nearly all actives have a fitted effect of over 50% in size
IL-1B inflam inh: inhibitors of inflammasome signaling (IL-1 beta secretion) | THP-1 LPS/ATP IL-1B secretion, AlphaLISA, 16 h; hits give low values | activity change, % at 57.5 µM | 4.7% of 360,000 active | AID 743279; in the data active means activity change below about -50%; inconclusive means mostly about -30% to -49%; further: on the % scale 0 is the no-effect control and ±100 the full control effect
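Secreted IL-1B measured by AlphaLISA bead assay after 16 h compound exposure of THP-1 cells; compounds (final up to 57.5 uM) added 1 h before LPS (250 ng/mL) and ATP (1.25 mM) stimulation; lower signal means less secretion.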
KB-3-1 tox: KB-3-1 parental cell cytotoxicity. KB-3-1 viability, CellTiter-Glo ATP luminescence, 72 h. Potency, µM (top dose mostly 46.1 µM), for the others: at the top dose activity change, negative = cytotoxic, most hits filed as cytotoxic. 1.4% of 400,000 active; further: potency means the concentration at half of the fitted maximal effect; on the % scale 0 is the no-effect control and ±100 the full control effect; nearly all actives have a fitted effect of over 60% in size
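KB-3-1 parental drug-naive adenocarcinoma cells in DMEM/10% FBS, incubated 72 h at 37 C with pin-transferred compounds across a concentration series. Viability by CellTiter-Glo luminescence; concentration-response curves fitted after normalization.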
ATXN2 expr inh: reduces ATXN2 reporter expression in HEK-293 cells | HEK-293 ATXN2-luciferase reporter, luminescence, 24 h | Potency, µM (highest dose often 57 µM), for the others: top-dose activity change, negative = inhibition, actives largely listed as inhibitors | 0.72% of 360,000 active | AID 1745845; further: potency means the concentration at half of the fitted maximal effect; on the % scale 0 is the no-effect control and ±100 the full control effect; nearly all actives have a fitted effect of over 55% in size
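qHTS (up to 57 uM final) was run with 24 h compound exposure of reporter cells at 37 °C. Each well was multiplexed: SteadyGlo luminescence measured ATXN2-luciferase expression after a fluorogenic Gly-Phe-AFC viability readout (25 uM final).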
HT1080 IDH1KD tx: kills HT-1080 cells with IDH1 knockdown. HT-1080 IDH1 knockdown viability, ATP luminescence, 48 h. Potency, µM (doses to about 46.1 µM), inactives show top-dose activity, negative = toxicity, usual class: cytotoxic. 2% of 360,000 active. AID 686971;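 further: potency means the concentration at half of the fitted maximal effect; 0% = DMSO wells and -100% = cell-free medium wells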
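CellTiter-Glo luminescence after 48 h compound exposure at 37 degrees C of IDH1-knockdown HT-1080 cells in 5% FBS RPMI. %Activity scaled between DMSO wells and cell-free media wells, with curves fitted and assigned curve classes.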
HT1080-NT tox: kills 2HG-producing HT-1080-NT fibrosarcoma cells; HT-1080-NT fibrosarcoma viability, CellTiter-Glo ATP luminescence, 48 h; 1.6% of 360,000 active; Potency, µM (titrated, usually from 46.1 µM), for the others: at the highest dose activity, negative = less viability, actives largely listed as cytotoxic; AID 686970;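 further: NT is the 2HG producing partner of a matched IDH1 knockdown line; potency means the concentration at half of the fitted maximal effect; 0% = DMSO-treated cells and -100% = media-only wells without cells; nearly all actives have a fitted effect of over 55% in size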
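Compounds were tested in concentration-response format on HT-1080-NT cells for 48 hours at 37 degrees C. Cell viability came from CellTiter-Glo luminescence; curves were classified by r2, response magnitude and activity.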
KB-V1 cytotox: kills drug-selected multidrug resistant KB-V1 cells | KB-V1 MDR cells viability, CellTiter-Glo, 72 h | Potency, µM (titrated, usually from 46.1 µM), inactives show at the highest dose activity change, negative = cytotoxicity, most hits filed as cytotoxic | 3.4% of 400,000 active | AID 1347076; further: potency means the concentration at half of the fitted maximal effect; on the % scale 0 is the no-effect control and ±100 the full control effect; nearly all actives have a fitted effect of over 60% in size
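In this primary screen, KB-V1 cells overexpressing P-gp are incubated with library compounds (lowest to highest concentration) for 72 h at 37 degrees C before a luminescent ATP viability read.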
* marks the source's active call; other numbers are inactive results; i = inactive; ? = inconclusive; . = not tested or not shown; & = joins results of further samples; [ ] = dose if it differs, or a comment. Unless noted, the call rests on the fitted dose curve; in most records, active means well fitted curve in the direction sought with a large enough effect; inconclusive means small, poorly fitted or top-dose-only effect, or another doubt; inactive means no such curve, though single readings can be large; an effect the other way counts as inactive or inconclusive.

1	Cc1ccc(-n2c(C)nnc2SCC(=O)N(C)C2CCS(=O)(=O)C2)cc1 (configuration not stated)
2	CCCc1ccc2oc(C(=O)N3CCCC3)c(C)c2c1
3	CN1CCN(c2ncnc3c2cnn3-c2ccc(Cl)cc2)CC1
4	CC1=NNC(=O)C1C(c1ccccc1)C(C#N)C#N (configuration not stated)
5	CC(=O)Nc1nc(CCN2C(=O)c3ccccc3C2=O)cs1
6	Cn1cccc1C(=O)NNC(=O)COc1ccc(C#N)cc1
7	O=C(O)CC/C(=N\Nc1ccc(Cl)cc1)c1cccs1
8	COC(=O)c1ccc(NC(=O)Cc2ccc(F)cc2)cc1
9	Cc1ccc(S(=O)(=O)NCC(=O)N(CC(=O)NC2CCCCC2)CC2CCCO2)cc1 (configuration not stated)
10	CC(=O)C(=Nc1cccc(Cl)c1)NNc1ccccc1C
Compound,1,2,3,4,5,6,7,8,9,10
SW480 rerep,-30%,0%,-21%,6%,-12%,-6%,-6%,?,-1%,?
MCF10A rerep,-3%,?,0%,19%,1%,-2%,13%,1%,-1%,?
HT1080 IDH1KD tx,16%,-17%,-10%,12%,?,-1%,-18%,-5%,0%,-19%
KB-3-1 tox,25%,0%,-2%,0%,24%,7%,5%,-15%,-2%,?
HT1080-NT tox,6%[9.24 µM],-17%,-10%,2%,?,-4%,-18%,-15%,-1%,-18%
S2 tox,i,i,i,?,i,i,i,i,i,i
KB-V1 cytotox,21%,-1%,17%,9%,7%,-12%,14%,-3%,0%,-14%
ATXN2 expr inh,11%,47%[activator],14%,2%,-14%,-12%,4%,7%,-3%,-30%
IL-1B inflam inh,-5,-20,-15,?,-6,-15,7,-1,-15,23

11	CCOC(=O)C1CCN(c2c(C(=O)c3ccc(OC)cc3)cnc3ccccc23)CC1
12	CC(O)c1nc2ccccc2n1CC(=O)N1CCN(c2ccccc2)CC1 (configuration not stated)
13	C=CCOC(=O)Nc1nc(CCNC(=O)OC(C)(C)C)c(C(=O)OC)s1
14	CCOc1ccc(C(CC(=O)O)NC(=O)COc2ccccc2OC)cc1OC (configuration not stated)
15	COC(=O)C(Cc1ccc(O)cc1)NC(=O)c1ccccc1 (configuration not stated)
16	O=C1Nc2ccc(Br)cc2C12NNc1ccccc1O2 (configuration not stated)
17	CC(=O)c1cccc(NC(=O)NNC(=O)c2ccc(-c3ccccc3)cc2)c1
18	Cc1nn(C(C)c2nc(-c3ccccc3)no2)c(C)c1[N+](=O)[O-] (configuration not stated)
19	Cc1ccc(N(C)C(=O)N2CCN(S(=O)(=O)c3ccc(C)c(C)c3)CC2)cc1
20	Cc1cc(C)cc(C(=O)Nc2c3c(nn2-c2ccccc2C)CS(=O)(=O)C3)c1
Compound,11,12,13,14,15,16,17,18,19,20
SW480 rerep,.,-3%,.,-4%,-3%,3%,1%,?,17%,.
MCF10A rerep,.,4%,.,3%,-7%,23µM*,1%,-5%,-2%,.
HT1080 IDH1KD tx,.,1%,13%,29%,3%,?,-3%,-5%,-2%,.
KB-3-1 tox,-1%,0%,19%,0%,0%,?,.,-4%,-2%,-3%
HT1080-NT tox,.,13%,23%,18%,4%,-27%,-1%,-7%,-2%,.
S2 tox,i,i,.,i,i,25µM*,i,i,i,i
KB-V1 cytotox,?,-5%,?,3%,14%,17%,.,?,?,-19%
ATXN2 expr inh,3%,-4%,.,-1%[11.3 µM],8%,?,1%,-11%,4%,-7%
IL-1B inflam inh,.,12,-19,18,29,-5,0,-3,-8,.

21	O=C(COc1ccccc1F)Nc1cc(S(=O)(=O)N2CCOCC2)ccc1N1CCOCC1
22	Cc1[nH]c2ccccc2c1C(=O)C(=O)Nc1ccc2c(c1)OCCO2
23	Cc1ccc(NC(=O)c2cc(-c3cc(Cl)ccc3O)n[nH]2)cc1C
24	CCCCN(C)C(=O)C1CCN(Cc2ccc(OCc3ccccc3)cc2)CC1
25	Cn1c(=O)n(C/C=C/c2ccccc2)c(=O)c2c1nc1n2CCCN1Cc1ccccc1
26	COc1ccc(N2CC(C(=O)Nc3cccnc3)CC2=O)cc1 (configuration not stated)
27	CCOc1cccc2sc(NC(=O)c3ccc(S(=O)(=O)N4CCCCC4)cc3)nc12
28	Cn1c(SCC(=O)NC2CCCCC2)nnc1-c1ccccn1
29	C=CCOc1ccc(Br)cc1CNCC
30	O=C(CSc1n[nH]c(=O)n1-c1ccccc1)N1CCOCC1
Compound,21,22,23,24,25,26,27,28,29,30
SW480 rerep,-1%[1.84 µM],4%,-10%,?,-3%,-7%,.,-13%,-13%,1%
MCF10A rerep,7%,1%,-1%,?,4%,-16%,.,11%,-1%,-28%
HT1080 IDH1KD tx,4%,-3%,0%,?,-18%,5%,.,7%,5%,0%
KB-3-1 tox,8%,1%,6%,-3%,-27%,-7%,-5%,-11%,2%,-1%
HT1080-NT tox,10%,-5%,19%,?,-11%,8%,.,9%,-1%,19%
S2 tox,i,i,i,i,i,i,i,i,i,i
KB-V1 cytotox,9%,-13%,?,?,-15%,13%,11%,2%,-12%,7%
ATXN2 expr inh,-7%,38%,.,-3%,-23%,2%,-1%,2%,0%,-5%
IL-1B inflam inh,?,-21,-24,?,14,26,.,-9,-10,-25

31	COc1ccccc1-c1nnc(NC(=O)C(C)C)s1
32	COc1ccc(N2CCN(C(=O)CN(Cc3ccc(Cl)cc3)S(C)(=O)=O)CC2)cc1
33	Cc1ccc(S(=O)(=O)NCC(c2cccnc2)N(C)C)cc1 (configuration not stated)
34	COc1cc(OC)cc(N2CC(C)(C)C2=O)c1
35	Nc1cc(N)nc(CS)n1
36	O=C(CCCCCNC(=O)N1CCn2c1nc1ccccc12)N[C@H](Cc1ccccc1)C(=O)O
37	CCC(C)N1CC(=O)N2C(c3ccc(OC)cc3OC)c3[nH]c4ccccc4c3C[C@H]2C1=O (some centres not stated)
38	Cc1ccc(C)c(NC(=O)C(Sc2ncnc3ccccc23)c2ccccc2)c1 (configuration not stated)
39	O=c1c2cc(C(F)(F)F)ccc2sn1-c1ccccc1
40	COc1ccc(NC(=S)NCc2ccc(S(N)(=O)=O)cc2)c(OC)c1
Compound,31,32,33,34,35,36,37,38,39,40
SW480 rerep,-6%,-3%,-2%,1%,-17%,10%,0%,14%,.,0%
MCF10A rerep,-1%,-12%,?,-1%,-3%,-6%,0%,?,.,-1%
HT1080 IDH1KD tx,-1%[9.24 µM],2%,4%,0%,2%,5%,-2%,3%,-5%,0%
KB-3-1 tox,12%,?,1%,-2%,0%,0%,-6%,7%,?,0%
HT1080-NT tox,-27%,2%,17%,11%,11%,-6%,-6%,-5%,-16%,-5%
S2 tox,i,i,i,i,i,i,i,i,?,i
KB-V1 cytotox,-24%,-6%,-26%,0%,10%,4%,-18%,16µM*,21µM*,15%
ATXN2 expr inh,19%,-3%,7%,-11%,-4%,0%,.,-3%,4%,2%
IL-1B inflam inh,5,-11,-3,-8,17,9,-16,6,2,16

41	O=C(NCCc1ccccn1)c1ccc(OC2CCN(CCc3ccccc3)CC2)cc1
42	O=[N+]([O-])c1ccc(/C=N/n2cn[nH]c2=S)cc1
43	C=C(C)Cn1c(SCC)nc2ccccc2c1=O
44	O=C(O)c1cc(-c2ccccc2)n[nH]1
45	O=C(Cc1ccccc1)NC(=S)Nc1cccc(C(F)(F)F)c1
46	Cc1cccc(OCC(=O)Nc2ccc(Cl)c(-c3nc4ccccc4[nH]3)c2)c1
47	CCOC(=O)c1c(CN2CCCCC2)n(C)c2ccc(OC)c(S(=O)(=O)c3ccccc3)c12
48	O=C1CCN(Cc2ccc(O)cc2)CCN1[C@H](CO)Cc1ccccc1
49	O=S(=O)(c1ccc2c(c1)OCCO2)N1CCNCC1
50	O=C(CSc1ncccn1)NCC1CCCO1 (configuration not stated)
51	O=C(Nc1ccc(N2CCN(C(=O)c3ccccc3)CC2)cc1)c1cccs1
52	Cc1ccccc1NC(=O)Cc1nc(COC(=O)CC(C)c2ccccc2)cs1 (configuration not stated)
Compound,41,42,43,44,45,46,47,48,49,50,51,52
SW480 rerep,5%,-22%,-5%,-7%[9.22 µM],-4%,.,11%,-3%,-2%,-7%,-1%,-49%[inhibitor]
MCF10A rerep,5%,-17%,?,-62%[inhibitor],?,.,-2%,19%,-1%,-45%[inhibitor],5%,1%
HT1080 IDH1KD tx,1%,-3%,11%,.,0%[9.24 µM],.,3%,17%,13%,26%,-8%,2%
KB-3-1 tox,4%,-5%,?,-2%,18%,-12%,1%,16%&8%,4%,-6%,-15%,5%
HT1080-NT tox,-1%,-4%,5%,.,?,.,8%,6%,1%,18%,-5%,3%
S2 tox,i,i,i,i,i,?,i,i,i,i,i,i
KB-V1 cytotox,-5%,-3%,22%&2%,-7%,-8%,0%,10%,0%&-1%,7%,?,?,4%
ATXN2 expr inh,11%,4%,12%,8%,-29%,?,0%,10%,1%,-1%,-24%,-14%
IL-1B inflam inh,-11,15,4,.,49,.,10,16,14,11,-59*,31

Screening results as filed in PubChem.
